Vif imaging = inhibitors of HIV Vif; inhibition, % at 7.49 µM; 0.35% of 340,000 active; AID 602346; HEK293T cells, Vif self-association by quenched fluorescence, imaging, 24 h; in the data active = inhibition above about 50%, passing the limit was not always enough; note: some results filed as inactive read as strong as hits
NR2E3 ag-1 = agonists of human NR2E3 nuclear receptor; Q9Y5X4; CHO-S Gal4-NCOR/VP16-NR2E3 two-hybrid, luciferase; inhibition of corepressor binding, % at 3.98 µM; 0.35% of 360,000 active; AID 602229;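 active = inhibition above the mean of all tested compounds plus 3 SD, cut at about 70% in these data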;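 note: 0% = DMSO with NR2E3 transfected cells and 100% = cells lacking NR2E3 construct; higher means lower luciferase signal from less NR2E3 corepressor binding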
Target sequence (Q9Y5X4 whole entry, looked up, the tested form may be a part): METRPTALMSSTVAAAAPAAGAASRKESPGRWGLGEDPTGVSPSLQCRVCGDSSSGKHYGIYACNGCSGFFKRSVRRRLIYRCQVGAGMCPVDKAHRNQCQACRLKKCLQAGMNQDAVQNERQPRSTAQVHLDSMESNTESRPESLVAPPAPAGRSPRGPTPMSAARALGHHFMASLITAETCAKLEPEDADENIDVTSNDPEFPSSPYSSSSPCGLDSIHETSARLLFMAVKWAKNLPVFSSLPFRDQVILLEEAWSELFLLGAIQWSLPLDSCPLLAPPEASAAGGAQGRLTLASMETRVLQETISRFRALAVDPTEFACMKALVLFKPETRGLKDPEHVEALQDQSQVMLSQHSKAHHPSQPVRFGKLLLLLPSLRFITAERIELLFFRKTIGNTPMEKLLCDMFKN
Peg3 prom inh = inhibitors of Peg3 promoter. HeLa PEG-Prom luciferase reporter, luminescence, overnight. AID 588405. inhibition, % at 20 µM. 1.7% of 360,000 active;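 active = inhibition of at least 50% at 20 µM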
CaV13 FRET inh = Primary screen for inhibitors of IQ motif and Ca2+-dependent inactivation inhibitor domain binding in CACNA1D, Förster resonance energy transfer in living cells, …; HEK cells, CFP/YFP FRET ICDI-IQ, plate reader, 10 min; percent FRET-ratio fall versus neutral wells; inhibition, % at 12.3 µM; 0.098% of 340,000 active;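 active = mean replicate inhibition of at least 30% and at least 1% of replicates passing that level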;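 note: 0% = median of the neutral control wells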
iPSC survival up = hiPSC single-cell survival enhancement; ATPlite luminescence; 100% = ROCK inhibitor wells, 0% = DMSO; survival enhancement, % at 20 µM; 0.044% of 360,000 active; in the data active = survival enhancement above about 18%;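 note: cells exposed to compounds for 16 hours before the ATP read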
aDG glyco act = alpha-DG glycosylation activation; Pro5-aDG cells, alpha-DG glycosylation AlphaScreen (IIH6); 0% Pro5, 100% B10-LARGE cell signal; activation, % at 10 µM; 0.22% of 360,000 active; AID 624168;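 active = activation of at least 8% versus controls, or a plate z-score of at least 8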;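 note: Pro5 are CHO cells carrying HIG-tagged alpha-DG that lacks glycosylation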
MITF TRPM1 inh = inhibitors of MITF-driven TRPM1 promoter in melanoma cells. inhibition, % at 12.5 µM. 0.83% of 330,000 active. SK-MEL-5 TRPM1 promoter luciferase, 24 h;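 active = mean inhibition across replicates of 60% or more, whatever share of single replicates reaches that level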; note: values of inactives mirror those of a sister screen read the other way
PDI turbidity = PDI (human) enzyme inhibition. PDI insulin aggregation turbidity, A650, 90 min. inhibition, % at 10 µM. 0.052% of 350,000 active. AID 588391;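 active = mean inhibition across replicates of 30% or more, whatever share of single replicates reach that level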;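 note: absorbance from insulin aggregation driven by PDI reduction with DTT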
Target sequence (P07237 whole entry, looked up): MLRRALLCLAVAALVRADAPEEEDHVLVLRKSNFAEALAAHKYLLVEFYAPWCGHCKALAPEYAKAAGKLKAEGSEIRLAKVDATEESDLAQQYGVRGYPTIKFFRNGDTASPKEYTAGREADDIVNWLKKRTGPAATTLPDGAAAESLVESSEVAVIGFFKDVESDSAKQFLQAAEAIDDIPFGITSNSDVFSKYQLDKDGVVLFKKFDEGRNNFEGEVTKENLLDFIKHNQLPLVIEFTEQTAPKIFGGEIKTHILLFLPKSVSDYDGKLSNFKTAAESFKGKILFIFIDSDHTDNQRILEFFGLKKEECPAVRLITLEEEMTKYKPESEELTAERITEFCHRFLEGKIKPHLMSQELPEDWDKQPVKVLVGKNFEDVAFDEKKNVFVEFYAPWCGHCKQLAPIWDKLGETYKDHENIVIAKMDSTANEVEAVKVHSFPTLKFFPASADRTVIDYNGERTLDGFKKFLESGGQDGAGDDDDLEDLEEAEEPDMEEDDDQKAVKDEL
HIF-2a inh = blocks HIF-2a reporter activity. 786-0 RCC cells HIF-2a reporter, luciferase luminescence, overnight. inhibition, % at 18.8 µM. 0.72% of 360,000 active;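 active = inhibition of the luminescence signal of 40% or more relative to plate controls, in a single-dose primary screen at 18.75 µM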
NR2E3 ag-2 = NR2E3 (human) agonism | GST-NR2E3/biotin-RetCOR TR-FRET, 1536-well | inhibition of corepressor binding, % at 4.78 µM | 0.12% of 320,000 active | AID 2300;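 active = percent inhibition above the cutoff of mean plus 3 SD of all tested compounds, set per screening campaign, cut at about 20% in these data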;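 note: 0% = DMSO wells and 100% = biotin wells as full block of FRET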
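System: GST-NR2E3 and biotin-RetCOR proteins; probe or stimulus: 7 nM biotin-RetCOR; doses: compound at 4.8 µM, single dose; schedule: Compound–protein incubation for 5 h at 4 °C; detection: time-resolved FRET; read-out: percent inhibition; controls: biotin wells as high control, 0.6% DMSO wells as low control; format: 1536-well plates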
Exocytosis inh = blocks lytic granule exocytosis | TALL-104 LAMP-1 surface exposure, flow cytometry; cells stimulated with thapsigargin and PMA | inhibition, % at 10 µM | 0.66% of 360,000 active | AID 651702;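 active = inhibition above about 55%, limit read from the data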
Numbers without * were called inactive; nt = not tested or not shown.

Values run as follows: Vif imaging	NR2E3 ag-1	Peg3 prom inh	CaV13 FRET inh	iPSC survival up	aDG glyco act	MITF TRPM1 inh	PDI turbidity	HIF-2a inh	NR2E3 ag-2	Exocytosis inh
Cc1cc(C)n2nc(C(=O)OCC(=O)NC3CCS(=O)(=O)C3)nc2n1 (configuration not stated)
 : -6	-33	8	-16	1.0	-0.3	nt	3	2	nt	-11
CC(C)CC1NC(=O)N(CC(=O)Nc2ccccc2-c2ccccc2)C1=O (configuration not stated)
 : -8	-1	8	-6	-0.9	-0.1	9	-6	9	6	3
COc1c(C)cc(C(=O)C2CCCN(Cc3c(C)n(C)n(-c4ccccc4)c3=O)C2)cc1C (configuration not stated)
 : -3	-18	15	1	-0.9	0.0	4	16	11	1	-1
CCCCCCN1C[C@@H](n2cc(COC(=O)c3ccccc3)nn2)[C@H](O)C[C@@H]1c1ccc(C)cc1
 : 2	-11	41	-3	-2.3	0.4	nt	7	-5	nt	-1
O=C(CCc1nnc2ccc(N3CCCC3)nn12)Nc1cc(F)ccc1F
 : -5	14	-7	-4	0.0	-0.1	-14	1	4	1	-3
CC1CC1C(=O)Nc1nc2ccc(Cl)cc2s1 (configuration not stated)
 : -13	-86	-202	-5	-0.3	0.0	-13	8	-249	5	-5
CCN(C(=O)CSc1nnc(-c2ccc(Cl)cc2)n1C)C1CCS(=O)(=O)C1 (configuration not stated)
 : 0	22	13	nt	-0.4	0.0	8	-4	22	-3	1
CC(C)N(C(=O)CSc1nc(COc2ccccc2)nc2ccccc12)C(C)C
 : -6	11	22	-8	0.4	0.2	0	7	-12	4	3
COc1ccc(OC)c(S(=O)(=O)n2cccn2)c1
 : 5	-25	12	-5	-2.7	-0.2	1	4	11	-2	-6
O=C(CNc1cccc2ccccc12)N/N=C/C(Br)=C/c1ccccc1
 : 20	-32	28	nt	7.1	-0.3	10	-3	-36	1	7

Values run as follows: Vif imaging	NR2E3 ag-1	Peg3 prom inh	CaV13 FRET inh	iPSC survival up	aDG glyco act	MITF TRPM1 inh	PDI turbidity	HIF-2a inh	NR2E3 ag-2	Exocytosis inh
Cc1ccc(-n2c(O)c(C=Nc3ccc(S(=O)(=O)Nc4ncccn4)cc3)c3ccccc3c2=O)cc1C
 : -7	-11	31	-6	1.4	0.0	8	1	15	0	8
COc1ccccc1C(=O)NC(=O)Nc1c(C)cc(C)cc1C
 : nt	-10	-14	-19	-0.1	0.2	-6	1	-50	1	-1
CC(C)=N/N=C(/c1ccc([N+](=O)[O-])cc1)C12CN3CN(CN(C3)C1)C2
 : -1	17	11	3	-2.7	0.1	2	4	17	5	-2
O=C(CN1C(=O)/C(=C/c2cccc(Br)c2)SC1=S)NC1=NCCS1
 : -9	-20	-29	-7	0.5	0.1	17	6	6	0	-2
CCOC(=O)N1CCN(CC(=O)Nc2ccc(F)c(F)c2F)CC1
 : 3	-12	8	7	-0.5	0.1	-1	0	9	4	-2
Cc1ccc(C2(C)NC(=O)N(CC(=O)NNC(=O)c3cc(C)oc3C)C2=O)cc1 (configuration not stated)
 : 23	2	4	-6	-0.5	-0.2	-2	-6	3	1	10
COc1ccc(C(C)(C)C)cc1NC(=O)Cn1cnnn1
 : -5	-11	15	-6	0.2	-0.2	1	-2	15	6	-1
COCCN1C(=O)C(=O)/C(=C(/O)c2ccc(S(=O)(=O)N3CCCCC3)cc2)C1c1ccc(OC)c(OC)c1 (configuration not stated)
 : -3	-36	2	-10	-0.4	0.1	2	14	15	-2	0
COc1ccc(CCNC(=O)c2ccccc2NC(=O)c2ccco2)cc1OC
 : 10	-8	27	-7	-1.5	-0.6	2	10	16	3	-3
CN(C)CCn1nnnc1SCC1=C(C(=O)O)N2C(=O)[C@@H](NC(=O)Cc3csc(N)n3)[C@H]2SC1
 : -4	-28	5	-6	0.0	0.2	9	0	1	7	-1

Three compounds from above, sorted by their value in aDG glyco act, highest first:
| compound | aDG glyco act |
| --- | --- |
| CN(C)CCn1nnnc1SCC1=C(C(=O)O)N2C(=O)[C@@H](NC(=O)Cc3csc(N)n3)[C@H]2SC1 | 0.2 |
| O=C(CN1C(=O)/C(=C/c2cccc(Br)c2)SC1=S)NC1=NCCS1 | 0.1 |
| COc1ccc(C(C)(C)C)cc1NC(=O)Cn1cnnn1 | -0.2 |

Taken from above:
Cc1ccc(C2(C)NC(=O)N(CC(=O)NNC(=O)c3cc(C)oc3C)C2=O)cc1 (configuration not stated) @ PDI turbidity: -6
O=C(CN1C(=O)/C(=C/c2cccc(Br)c2)SC1=S)NC1=NCCS1 @ NR2E3 ag-2: 0

New compounds follow
Values run as follows: Vif imaging	NR2E3 ag-1	Peg3 prom inh	CaV13 FRET inh	iPSC survival up	aDG glyco act	MITF TRPM1 inh	PDI turbidity	HIF-2a inh	NR2E3 ag-2	Exocytosis inh
O=C(CN1CCC(n2nnc3ccccc32)CC1)Nc1ccc2c(c1)CCC2
 : 6	-15	-2	-4	-1.1	0.5	4	1	-15	2	-1
O=c1c2c3c(sc2n(CCN2CCCC2)c(=O)n1Cc1ccccc1)CCCCC3
 : 3	0	-15	-5	-0.6	0.0	nt	2	10	-7	43
CCOC(=O)CSc1nc2c(c(=O)n1-c1ccc(OCC)cc1)SCC2
 : nt	-2	-11	-9	0.9	0.2	4	-9	16	0	2
CCOc1cc(OCC)cc(C(=O)NCCN2CCC(n3c(=O)[nH]c4ccccc43)CC2)c1
 : nt	5	nt	-5	0.3	0.0	nt	nt	-14	nt	5
Cc1sc2ccccc2c1CNC[C@H]1O[C@@H](n2cnc(C(N)=O)n2)[C@H](O)[C@@H]1O
 : -1	-15	-6	-5	0.2	-0.1	6	6	10	nt	24
Cc1ccc(OCCNS(=O)(=O)c2ccc(Cl)cc2)cc1
 : 1	5	10	-6	-0.5	0.0	4	8	3	0	-3
O=C(Nc1cccc(Cl)c1Cl)c1csc([C@@H]2O[C@H](CO)[C@@H](O)[C@H]2O)n1
 : -6	-69	-107	-6	-1.1	0.0	nt	-1	-156	nt	4
CCc1ccc2c(c1)cc(CN(C(=S)Nc1ccccc1C)C1CC1)c1nnnn12
 : 17	18	32	-4	0.3	-0.4	0	-1	18	-2	-1
Cn1c(=O)cc(C(=O)N/N=C/c2ccc(F)cc2)[nH]c1=O
 : 3	-8	0	-5	0.4	-0.2	-7	1	5	3	-9
Cc1cc(N2CCOCC2)c2c(N)c(Br)cc(C)c2n1
 : -17	-29	13	0	-3.4	0.1	0	4	22	1	-1

Limited to NR2E3 ag-1 and Exocytosis inh, for three of the compounds above:
structure	NR2E3 ag-1	Exocytosis inh
Cc1ccc(OCCNS(=O)(=O)c2ccc(Cl)cc2)cc1	5	-3
O=C(Nc1cccc(Cl)c1Cl)c1csc([C@@H]2O[C@H](CO)[C@@H](O)[C@H]2O)n1	-69	4
CCc1ccc2c(c1)cc(CN(C(=S)Nc1ccccc1C)C1CC1)c1nnnn12	18	-1

Continuation.
Values run as follows: Vif imaging	NR2E3 ag-1	Peg3 prom inh	CaV13 FRET inh	iPSC survival up	aDG glyco act	MITF TRPM1 inh	PDI turbidity	HIF-2a inh	NR2E3 ag-2	Exocytosis inh
O=C(CSc1nnc(-c2ccco2)o1)NCC(=O)c1ccccc1
 : 18	-17	-6	-4	1.0	0.2	-7	-2	7	3	0
Cc1cccc(OCc2cc(-c3ccccc3)no2)c1C
 : 9	-111	-277	-1	-0.5	0.2	-34	-3	-250	-6	48
COC(=O)c1ccc(NC(=O)COc2cccc3c2OC(C)(C)C3)cc1
 : 9	15	17	-2	-0.3	0.0	-10	-18	9	5	0
O=C(Cc1ccccc1[N+](=O)[O-])N1CCN(c2ccccc2F)CC1
 : -5	-44	-13	-5	0.9	0.0	-18	-6	-21	-1	4
CCC(=O)N1CCc2cc(S(=O)(=O)NCCc3ccc(S(N)(=O)=O)cc3)ccc21
 : -6	4	-11	-7	-0.5	0.0	2	-1	12	1	-1
CCOC(=O)CC1(C)NC(=O)c2c(C)sc(C(=O)OCC)c2N1 (configuration not stated)
 : -9	-11	-2	nt	-1.3	-0.3	9	4	19	0	0
CCc1ccc(S(=O)(=O)NCc2cn3cccc(C)c3n2)s1
 : -11	30	17	nt	-3.0	1.3	5	8	17	-3	-2
CCOC(=O)C1=C(c2ccccc2)OC(N)=C(C#N)C1c1cccnc1 (configuration not stated)
 : 10	2	16	0	-0.3	0.5	2	6	14	-5	0
O=[N+]([O-])c1ccc(Oc2ccc(S(=O)(=O)N3CCCCC3)cc2)cc1
 : -16	-8	13	-7	-0.5	0.1	3	-23	15	3	0
CSCCC(NC(=O)c1ccc(Cl)cc1Cl)C(=O)NCc1ccncc1 (configuration not stated)
 : 3	-8	3	-6	-0.4	0.3	-2	1	-2	0	1

mol	Vif imaging	NR2E3 ag-1	Peg3 prom inh	CaV13 FRET inh	iPSC survival up	aDG glyco act	MITF TRPM1 inh	PDI turbidity	HIF-2a inh	NR2E3 ag-2	Exocytosis inh
O=C(CN(C(=O)CCC(=O)Nc1nccs1)c1ccc2c(c1)OCO2)NCc1ccc(F)cc1	-6	-26	-23	-3	-0.1	0.1	2	1	-19	9	14
Cc1ccc(S(=O)(=O)Nc2cc3c4c(c2)CC(=O)N4CCC3)cc1	-1	23	-4	-5	-0.5	-0.2	1	-7	13	1	40
N#Cc1nc(-c2ccc(OCc3ccc(Cl)cc3)cc2)oc1NCCCn1ccnc1	-1	10	-39	nt	1.2	3.2	-14	-2	-16	2	41
O=C1C=CN(Cc2ccccc2)CC1	-2	19	1	-5	4.4	-0.1	1	3	2	1	8
CCOC(=O)c1c(NC(=O)CSc2ncn[nH]2)sc(C)c1C	-26	-17	13	-4	-1.3	0.1	12	-4	16	-1	1
CCCN(CCC)S(=O)(=O)c1ccc(C(=O)N2CC3CCC(CC3)C2)cc1	-10	17	1	1	2.5	-0.1	7	9	17	2	-6
CCOc1ccc(S(=O)(=O)N2CCN(C(=O)C3CSC4(C)CCC(=O)N34)CC2)cc1 (configuration not stated)	3	24	7	-2	-0.2	-0.1	nt	-4	3	1	47
Cc1ccc(-c2oc3ccccc3c(=O)c2O)cc1	-4	-19	-148	-3	2.6	-0.3	-35	nt	-100	2	14
CSc1nc2sc3c(c2c(=O)[nH]1)CC(C)(C)OC3	22	-17	-14	-5	1.7	0.0	-6	-3	5	4	-8
CCOc1ccc(Cl)cc1-c1cc(C(=O)NCc2cccs2)[nH]n1	2	-18	-9	-6	1.4	1.0	nt	6	1	nt	66*
Cc1ccc2c(c1Br)/C(=N/N1C(=O)c3ccccc3C1=O)C(=O)N2	7	4	7	nt	-3.0	1.2	12	6	19	2	-6
Cc1cc(NC(=O)CCCC(=O)NCc2ccccc2)no1	0	20	-3	3	0.2	0.5	3	7	2	2	0
O=C(Nc1nccs1)c1nc[nH]c1C(=O)N1CCN(c2ccccc2)CC1	0	2	-16	-11	-1.2	0.2	-9	2	0	nt	2
